DAGLB inhibitor: blocks human DAGLB lipase activity | AID 504411 | Q8NCG7 | inhibition, % at 5.17 µM | 340,000 tested, 0.059% active | HEK293T DAGLB membrane lysate, EnzChek fluorogenic substrate; in the data active = inhibition above about 34%;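 also: 0% = enzyme with vehicle and 100% = wells lacking enzyme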
Target sequence (Q8NCG7 whole entry, looked up): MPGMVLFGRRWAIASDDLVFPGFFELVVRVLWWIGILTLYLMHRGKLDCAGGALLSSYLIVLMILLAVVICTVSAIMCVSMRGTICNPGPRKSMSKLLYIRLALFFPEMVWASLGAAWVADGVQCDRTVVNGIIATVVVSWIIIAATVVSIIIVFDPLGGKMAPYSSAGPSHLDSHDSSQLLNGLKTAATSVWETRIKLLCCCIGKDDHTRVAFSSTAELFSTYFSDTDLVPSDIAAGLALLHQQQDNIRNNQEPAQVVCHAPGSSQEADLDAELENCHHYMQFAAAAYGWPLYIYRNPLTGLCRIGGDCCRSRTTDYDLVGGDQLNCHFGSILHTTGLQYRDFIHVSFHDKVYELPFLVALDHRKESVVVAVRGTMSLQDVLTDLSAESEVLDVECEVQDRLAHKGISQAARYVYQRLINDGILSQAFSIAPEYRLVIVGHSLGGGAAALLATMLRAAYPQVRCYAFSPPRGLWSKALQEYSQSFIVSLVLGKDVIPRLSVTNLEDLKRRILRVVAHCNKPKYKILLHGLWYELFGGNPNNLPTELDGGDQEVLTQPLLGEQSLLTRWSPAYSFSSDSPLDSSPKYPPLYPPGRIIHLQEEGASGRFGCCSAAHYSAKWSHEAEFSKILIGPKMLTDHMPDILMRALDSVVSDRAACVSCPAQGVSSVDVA
E coli growth: reduces bacterial viability in AddAB counter-screen; E. coli V3065 growth, OD600 absorbance, 18 h; inhibition, % at 11.9 µM; 330,000 tested, 0.27% active; AID 449728;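 active = inhibition above the campaign's mean inhibition across all tested compounds plus 3 SD, cut at about 9.9% in these data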;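 also: uninfected addAB+ strain grown without phage in ampicillin broth; 0% = DMSO wells and 100% = ciprofloxacin 0.95 µg/ml wells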
phage Ecoli inh: E. coli growth loss with phage present; growth absorbance; inhibition, % at 11.9 µM; 360,000 tested, 0.26% active; in the data active = inhibition above about 11%
AddAB inh: less growth of phage-infected E. coli with AddAB; E. coli expressing H. pylori AddAB, absorbance growth; inhibition, % at 11.9 µM; 330,000 tested, 0.29% active; in the data active = inhibition above about 12%;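 also: 0% = vehicle wells of infected cells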
Rtt109 Vps75: inhibitors of Candida albicans Rtt109/Vps75 histone acetyltransferase | Q5AAJ8 | purified Rtt109/Vps75, ThioGlo CoA-SH fluorescence, 4 h | inhibition, % at 34.9 µM | 330,000 tested, 0.16% active | AID 540336;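 active = inhibition of at least 50% in every replicate; inconclusive = best replicate reaches 50% inhibition but some replicates fall short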
Target sequence (Q5AAJ8 whole entry, looked up): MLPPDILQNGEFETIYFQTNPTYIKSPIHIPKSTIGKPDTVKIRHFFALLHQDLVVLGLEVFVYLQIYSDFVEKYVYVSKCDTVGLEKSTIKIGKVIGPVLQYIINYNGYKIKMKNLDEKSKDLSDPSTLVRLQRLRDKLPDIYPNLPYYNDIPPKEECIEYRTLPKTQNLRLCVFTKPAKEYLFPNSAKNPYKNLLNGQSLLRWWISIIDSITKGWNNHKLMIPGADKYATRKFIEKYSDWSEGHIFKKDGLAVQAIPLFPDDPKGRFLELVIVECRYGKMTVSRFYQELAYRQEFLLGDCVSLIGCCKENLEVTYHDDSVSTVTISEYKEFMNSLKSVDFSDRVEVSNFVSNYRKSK
Wnt act: activates Wnt/beta-catenin signaling in a reporter cell assay. activation, % at 9.35 µM. activator, plate reader. 300,000 tested, 1.2% active; in the data active = activation above about 30%, passing the limit was not always enough; inconclusive = no clear call, values can overlap the other calls;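 also: 0% = neutral control wells and 100% = positive control wells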
CAL PDZ inh: human CAL PDZ-peptide interaction inhibition; 330,000 tested, 0.02% active; purified CAL PDZ, TMR-peptide fluorescence polarization, 1 h; inhibition, % at 20 µM;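 active = highest replicate inhibition of at least 40%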;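 also: plate controls were DMSO neutral control wells for no effect and unlabeled competitor peptide control wells for full effect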
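material = purified tagged CAL PDZ domain construct (CerCALP) | compound dosing = 20 µM, one dose | times = 1 h at RT | measured by = fluorescence polarization from S- and P-plane intensities, G-factor corrected | read-out = inhibition from polarization loss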
PfHsp90 yeast 2: growth inhibition of yeast expressing Plasmodium Hsp90; S. cerevisiae expressing PfHsp90, BacTiter-Glo ATP, 48 h; yeast lacking PDR1 and PDR3 efflux regulators; inhibition, % at 9.4 µM; 310,000 tested, 0.32% active;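 active = every replicate shows inhibition above about 80%, whatever the replicate mean, limit read from the data; inconclusive = mean inhibition reaches the set limit but some replicate falls short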;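 also: 0% = DMSO neutral controls and 100% = 20 µM radicicol positive controls; yeast relying on Plasmodium falciparum Hsp90 in place of its own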
PvdQ inh: P. aeruginosa PvdQ acylase inhibition; inhibition, % at 10 µM; purified PvdQ acylase, fluorescence plate reader; 340,000 tested, 0.063% active; AID 488965; in the data active = inhibition above about 30%, passing the limit was not always enough; inconclusive = no clear call, values can overlap the other calls;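 also: 0% = vehicle neutral wells and 100% = reference inhibitor wells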
Tat transport: inhibitors of E. coli Tat protein transport; E. coli MC4100 TorA-mCherry Tat export, fluorescence; inhibition, % at 10 µM; 340,000 tested, 0.036% active;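 active = mean replicate inhibition at least 50% and at least half of replicates individually reaching 50%; inconclusive = only one of the two criteria met; inactive = neither criterion met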;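 also: exported cargo escapes ClpAP degradation while cytoplasmic cargo is degraded and loses fluorescence; 0% = median of neutral control wells and 100% = median of NaSCN control wells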
Numbers without * were called inactive; i = inactive; ? = inconclusive; · = no result given. The order is random. About 1.9% of those tested had a hit in this group.

structure	DAGLB inhibitor	Tat transport	PfHsp90 yeast 2	Rtt109 Vps75	PvdQ inh	Wnt act	E coli growth	AddAB inh	phage Ecoli inh	CAL PDZ inh
Nc1nc(SCC(=O)Nc2cc(-c3ccccc3)nn2-c2ccccc2)n[nH]1	0.5	3.9	0.4	0.9	-11.2	-1.0	-0.7	0.1	2.8	-2.4
CC(C)c1ccc(-c2cc(C(=O)N3CCOCC3)c3cc(Br)ccc3n2)cc1	-3.8	4.2	-16.7	4.0	-7.1	4.7	-0.3	0.1	2.5	-2.5
Cc1ccc(C(=O)NCCNC(=O)c2ccco2)cn1	-1.6	-3.5	-6.4	2.4	-0.1	1.1	1.3	2.2	1.1	-1.7
CC(=O)NC1=C(NC2CCS(=O)(=O)C2)C(=O)c2ccccc2C1=O (stereo unspecified)	1.5	-16.5	-0.2	-7.8	-8.6	-0.6	-4.6	4.1	5.6	-0.5
O=C(O)C1(P(=O)(c2ccccc2)c2ccccc2)CCCC1	-1.8	-2.6	0.9	5.6	-9.9	8.5	2.6	1.3	0.6	-0.7
C/C(=N\NC(=O)c1nnn(-c2nonc2N)c1CN1CCc2ccccc21)c1ccccc1O	1.2	4.4	-17.1	7.0	-9.8	-2.2	1.4	4.2	-0.9	-1.9
O=C(Nc1cc(C(F)(F)F)ccc1N1CCOCC1)C1CC1	0.1	-2.2	8.4	-3.5	-9.9	0.4	-1.6	-0.3	2.8	-1.0
COc1ccc(-c2ccc(=O)n(CC(=O)NC3CCc4ccccc43)n2)cc1OC (stereo unspecified)	-3.9	-5.0	-7.2	-0.1	-12.3	14.5	0.2	5.3	-0.5	-0.8
Cc1ccc(C(=O)Cn2cc([N+](=O)[O-])nc2C)cc1	2.1	-5.3	9.0	-12.7	-6.5	20.3	1.8	1.2	0.5	-8.0
O=C(c1ccc(OC2CCN(CCc3ccccc3)CC2)cc1)N1CCCCC1CCCO (stereo unspecified)	0.9	1.1	-2.8	-0.5	-12.5	-1.9	-3.4	-0.3	-1.8	-2.2
COc1ccc(-c2ccccc2)cc1NCc1ccccc1C	-4.4	11.3	4.6	5.9	-8.8	16.1	0.7	0.3	1.6	-0.5
O=S(=O)(N1CCCCCC1)N1CCN(S(=O)(=O)N2CCOCC2)CC1	-0.8	-7.0	-1.0	-3.1	1.0	-2.1	-0.4	5.0	0.0	0.0
COC(=O)Cn1c(CN(Cc2ccccc2)Cc2ccccc2)nc2c1c(=O)[nH]c(=O)n2C	2.0	-1.9	-12.6	14.0	8.2	1.2	3.3	1.9	1.8	-1.3
COCCNCc1ccc(C(C)C)cc1	0.8	2.0	0.6	-6.8	-14.7	-1.8	1.1	0.3	4.6	-2.4
Cn1c(=O)c2[nH]c(-c3ccc(S(=O)(=O)O)cc3)nc2n(C)c1=O	2.8	-8.2	-2.4	-2.5	14.5	14.3	-1.3	-0.9	-2.4	0.5
S=c1[nH]nc(C2CCCCC2)n1/N=C/c1ccc(Cl)cc1	-7.2	-1.9	0.5	·	12.5	0.7	-0.8	-2.0	-1.4	-1.1
Cn1ncc(S(=O)(=O)Cc2ccccc2)c(Cl)c1=O	0.6	0.6	7.5	-12.6	-14.5	-1.9	-0.7	0.3	1.8	1.5
CC1CCCN(C(=O)CSc2nnc(-c3ccc(S(=O)(=O)N4CCOCC4)cc3)n2C)C1 (stereo unspecified)	-0.8	15.4	-2.4	-12.9	10.7	·	-2.8	0.3	0.6	0.1
CCC1(CC)NC(=O)N(CC(=O)OCC(=O)Nc2ccc(F)c(F)c2F)C1=O	0.5	-3.1	9.5	10.9	13.3	-1.2	0.7	0.2	2.9	-3.1
Cc1cc(C)c2c(N)c(C(=O)NC3CC3)sc2n1	-1.3	-2.3	-2.4	-11.3	-8.3	·	1.6	3.0	1.4	0.2
CC1(OC(=O)c2cccs2)C(=O)C=C2C=C(C3CC3)OC=C2C1=O (stereo unspecified)	0.8	-2.2	·	-3.5	4.7	0.2	-0.9	1.9	0.0	0.5
C=CCNC(=S)N/N=C(\C)c1ccccn1	-2.2	-4.9	19.0	3.1	2.6	·	29.8*	31.0*	38.0*	0.4
CC1=NN(C(N)=S)C(=O)C1N=Nc1ccc(Br)cc1 (stereo unspecified)	14.1	-3.0	13.9	-3.5	-3.7	-4.6	·	·	1.5	-5.4
CCn1c(=O)c(CCC(=O)NCC2CCCO2)c(C)c2c(C)nn(-c3ccc(C)cc3)c21 (stereo unspecified)	-1.3	-0.9	10.3	2.4	10.6	-1.9	-1.6	1.5	6.1	-2.3
CCN(CC)P(=O)(Nc1ccc([N+](=O)[O-])cc1)c1c(C)nn(CCC#N)c1NC(=O)c1ccc(Cl)cc1Cl (stereo unspecified)	3.2	7.4	11.9	6.8	-1.0	-0.2	-0.3	1.5	3.8	-2.1
O=C(NCCCN1CCCC1=O)C1CCC(CNS(=O)(=O)c2ccc(Cl)cc2)CC1 (stereo unspecified)	0.8	-0.3	-8.4	1.2	9.3	4.2	1.0	2.4	1.2	0.3
O=C(N/N=C/C(Br)=C\c1ccccc1)c1cccs1	·	·	·	·	·	125.8*	2.5	3.4	2.2	·
N#Cc1c(N)n(-c2ccc(C(=O)O)cc2)c2nc3ccccc3nc12	0.5	0.7	0.0	i	-29.0	7.1	2.1	0.8	0.5	5.8
Cc1[nH]c2ccc(F)cc2c1CCN(Cc1ccncc1)C(=S)Nc1ccccc1	2.1	0.8	-6.1	·	-1.6	10.2	0.0	2.4	2.1	-0.2
COc1ccc(-c2nnc(Sc3nc4ccccc4o3)c3ccccc23)cc1	-12.5	-3.6	15.1	2.6	-7.2	9.2	-1.2	-1.7	2.4	-2.7
COc1ccc(CCC(=O)NNC(=O)c2cc(Cl)ccc2OC)cc1OC	-1.4	-4.9	22.6	-1.3	-13.5	-3.6	-0.8	3.0	0.7	-1.2
COc1ccc(/C=N/NC(=O)c2cccnc2)cc1COc1ccc([N+](=O)[O-])c(C)c1	·	-3.6	-1.3	16.1	6.6	-4.1	1.3	7.4	-0.6	-0.3
CC(C)(O)/C=C/C[C@](C)(O)C1CC[C@]2(C)C1[C@H](O[C@H]1O[C@@H](CO)[C@H](O)[C@@H](O)[C@@H]1O)CC1[C@@]3(C)CC[C@H](O)C(C)(C)C3[C@@H](O)C[C@]12C (stereo partly specified)	-0.8	-11.7	-19.5	1.0	-17.5	-0.2	0.8	1.1	2.7	-0.4
Cc1ccccc1OCC(=O)OCC(=O)Nc1ccc2c(c1)OCCO2	-4.2	-1.2	12.4	1.1	6.1	-2.2	-1.3	3.3	1.4	-0.8
COCCCNCCCOc1ccc(Cl)cc1Br	0.6	4.5	·	8.0	8.6	·	2.2	4.2	1.1	-2.8
O=C(CCN1C(=O)NC2(CCCC2)C1=O)Nc1cccc(S(=O)(=O)N2CCOCC2)c1	-0.7	3.3	-7.6	10.8	-18.3	-0.1	0.2	0.4	-1.1	-0.4
Nc1nnc(CC(=O)N/N=C/c2ccc([N+](=O)[O-])cc2)s1	-2.5	-8.5	0.7	6.2	-9.8	2.6	-1.2	0.1	2.0	-2.1
CC(C)c1ccc(NC2CCCN(C(=O)CCN3CCCCO3)C2)cc1 (stereo unspecified)	0.9	6.7	-12.6	-4.2	-11.2	-1.6	1.1	1.5	1.4	-0.2
Cc1ccc(NS(=O)(=O)c2ccc(NC(=O)c3ccccc3C(=O)O)cc2)cc1C	·	·	·	·	·	-3.2	-2.5	1.3	2.5	·
Cc1cccc(N2CN=c3s/c(=C\c4ccncc4)c(=O)n3C2)c1	2.8	-4.6	-1.8	?	0.3	·	·	·	3.6	-0.8

Given with each value named: 2 of the compounds above.
O=C(O)C1(P(=O)(c2ccccc2)c2ccccc2)CCCC1
  DAGLB inhibitor: -1.8 | Tat transport: -2.6 | PfHsp90 yeast 2: 0.9 | Rtt109 Vps75: 5.6 | PvdQ inh: -9.9 | Wnt act: 8.5 | E coli growth: 2.6 | AddAB inh: 1.3 | phage Ecoli inh: 0.6 | CAL PDZ inh: -0.7
C/C(=N\NC(=O)c1nnn(-c2nonc2N)c1CN1CCc2ccccc21)c1ccccc1O
  DAGLB inhibitor: 1.2 | Tat transport: 4.4 | PfHsp90 yeast 2: -17.1 | Rtt109 Vps75: 7.0 | PvdQ inh: -9.8 | Wnt act: -2.2 | E coli growth: 1.4 | AddAB inh: 4.2 | phage Ecoli inh: -0.9 | CAL PDZ inh: -1.9

(cont.)
structure	DAGLB inhibitor	Tat transport	PfHsp90 yeast 2	Rtt109 Vps75	PvdQ inh	Wnt act	E coli growth	AddAB inh	phage Ecoli inh	CAL PDZ inh
COC(=O)c1c(C(=O)OC)c(-c2ccc(OC)cc2)n2c1CS(=O)(=O)C2	-2.6	0.0	-10.5	1.3	-10.5	-0.1	0.7	1.7	-2.0	0.2
CN(C)C(CNC(=O)c1ccc(OCc2cn3ccccc3n2)cc1)c1ccco1 (stereo unspecified)	-0.9	1.2	11.9	3.0	1.3	15.0	0.3	1.3	0.5	-0.9
CN(C(=O)CN1C(=O)C2C3CC(C(Br)C3Br)C2C1=O)C1CCCCC1 (stereo unspecified)	-4.3	-5.8	24.7	-1.1	-0.7	9.0	-1.9	2.4	2.0	-2.5
OCCNc1nc(Nc2ccccc2C(F)(F)F)nc(N2CCCC2)n1	-5.3	0.9	6.5	3.6	9.8	4.1	-2.1	2.1	0.5	0.4
O=C(O)CC(Cc1ccccc1)c1ccc2c(c1)OCO2 (stereo unspecified)	2.4	-3.5	·	1.5	-5.6	·	0.4	0.2	2.0	-3.7
CC(=O)Nc1ccccc1NC(=O)C(F)(F)F	0.4	-9.0	6.7	-0.1	-2.0	-7.3	-1.2	-0.2	2.8	-0.2
CCN(CC)CCN1CNC(=S)N(c2ccccc2OC)C1	·	·	·	·	·	-1.0	-1.6	-1.8	2.1	·
CC(=O)C1=C(C)Nc2ncnn2C1c1ccc(Cl)cc1 (stereo unspecified)	-2.8	-3.5	-1.9	-8.7	-3.9	·	0.0	0.8	3.2	-0.5
CCN(CC)S(=O)(=O)c1cccc(C(=O)N/N=C/c2ccccc2OCC(=O)O)c1	-2.6	-0.4	4.5	-5.7	-8.3	0.6	-2.5	3.6	0.0	0.3
O=C(CN(Cc1ccco1)C(=O)c1ccccc1)Nc1ccc(Cl)c(Cl)c1	-7.6	-5.8	·	-5.1	-4.9	3.6	-0.1	1.2	2.2	-1.7

Bioassay records as filed in PubChem BioAssay.
